Bioassay records from PubChem.
GAA glycogen: qHTS Assay for Inhibitors and Activators of Human alpha-Glucosidase Cleavage of Glycogen; Lysosomal alpha-glucosidase (Homo sapiens), P10253; AID 2100, 2009; Potency, µM (series often up to 76.4 µM), for the others: at the highest dose activity change, negative = inhibition, most hits filed as inhibitors; recombinant GAA, glycogen substrate, Amplex Red glucose oxidase fluorescence; 300,000 compounds, 0.38% hits; active means well fitted inhibition curve with a large enough effect; inconclusive means small, poorly fitted or top-dose-only effect, or another doubt; inactive means no such curve, though single readings can be large or run the other way;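 further: 0% = full enzyme reaction and -100% = no-enzyme basal signal; the screen sought inhibitors and activators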
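Recombinant enzyme (4 nM final) with compounds titrated up to 77 uM and bovine liver glycogen (30 ug) in citrate pH 5.0, 0.01% Tween-20, 37 C 40 min. Released glucose detected by Amplex Red/glucose oxidase (Ex 573/Em 610); AC50 from Hill fits.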
An asterisk follows results filed as active; ? = inconclusive; [ ] = dose if it differs, or a comment. Potency means the concentration at half of the fitted maximal effect. Some of the compounds tested, so the mix of outcomes need not match the whole.

CCc1c(C)c2ccc(OCC(=O)NCC3CCC(C(=O)O)CC3)cc2oc1=O (centres undefined)
- GAA glycogen: 19%[76.3 µM]
CCCc1cc(=O)oc2c(C)c(OCC(=O)Nc3ccccn3)ccc12
- GAA glycogen: 11%[76.3 µM]
COC(CN(C)S(=O)(=O)c1cc2c3c(c1)CCN3C(=O)CC2)OC
- GAA glycogen: -5%[76.3 µM]
CC(=O)Nc1ccc(-c2cn3c(n2)SCC3)cc1
- GAA glycogen: -2%
COc1ccc(S(=O)(=O)N2CCC(NC(=O)c3ccccc3)CC2)cc1
- GAA glycogen: 2%
Nc1ccc(-c2ncc(-c3ccccc3)o2)cc1
- GAA glycogen: 2%
O=C(NCC(O)c1ccc([N+](=O)[O-])cc1)Nc1ccccc1 (centres undefined)
- GAA glycogen: -4%
CCOc1cc(CN2CCN(S(=O)(=O)Cc3ccccc3)CC2)ccc1OC
- GAA glycogen: -12%
COc1ccc(Br)cc1CN(C)C(=O)c1cnc(C)cn1
- GAA glycogen: -9%
CC1Oc2ccccc2N(CC(=O)NCCN2CCOCC2)C1=O (centres undefined)
- GAA glycogen: 14%
Cc1ccc(-c2c(C(=O)N/N=C/c3cccc(Cl)c3)nnn2-c2nonc2N)cc1
- GAA glycogen: -4%[76.3 µM]
COc1cc2[nH]c(C(=O)N3CCN(c4ccccc4F)CC3)cc2c(OC)c1OC
- GAA glycogen: -1%
COc1ccccc1N(C)S(=O)(=O)c1ccc(C(=O)N2CCCc3ccccc32)cc1
- GAA glycogen: -3%
CCN(CC)c1cc(C)c2cc(NC(=O)c3ccccc3F)ccc2n1
- GAA glycogen: -6%
COc1cccc(/C=C2\SC(=S)N(NS(=O)(=O)c3ccccc3)C2=O)c1OC
- GAA glycogen: 4%
Cc1nc2c(-c3ccccc3)cnn2c(N)c1-c1ccccc1
- GAA glycogen: -6%
COc1ccc(CN(C(=O)c2snc(C(N)=O)c2N)C(C(=O)NC2CCCC2)c2ccc(OC)cc2)cc1 (centres undefined)
- GAA glycogen: -10%[76.3 µM]
O=C(N/N=C/c1ccc(OC(=O)c2ccccc2Cl)cc1)c1ccccn1
- GAA glycogen: 0%[76.3 µM]
O=C(NC1CC1)C1CC(=O)N(c2cccc(Cl)c2)C1 (centres undefined)
- GAA glycogen: -13%[76.3 µM]
CCOC(=O)C1=C(C)NC(=S)NC1c1ccc(OCC(=O)N2CCCCCC2)cc1 (centres undefined)
- GAA glycogen: -1%
CSc1ncccc1C(=O)Nc1ccc(C)cn1
- GAA glycogen: -5%[76.3 µM]
Cc1onc(-c2ccccc2Cl)c1C(=O)N(Cc1ccccc1)C(C)C
- GAA glycogen: 1%
O=C(CCNS(=O)(=O)c1ccc(Br)cc1)Nc1cccc(F)c1
- GAA glycogen: -2%
C=CCN(C(=O)CCC(=O)Nc1cc(C)on1)C(C(=O)NC1CCCC1)c1ccc(CC)cc1 (centres undefined)
- GAA glycogen: 1%[76.3 µM]
COc1ccc(S(=O)(=O)N2CCCC2C(=O)NCC(=O)Nc2cccc(Cl)c2C)cc1 (centres undefined)
- GAA glycogen: -5%

Of the compounds above, these have four or more nitrogen atoms.
Cc1ccc(-c2c(C(=O)N/N=C/c3cccc(Cl)c3)nnn2-c2nonc2N)cc1
- GAA glycogen: -4%[76.3 µM]
Cc1nc2c(-c3ccccc3)cnn2c(N)c1-c1ccccc1
- GAA glycogen: -6%
COc1ccc(CN(C(=O)c2snc(C(N)=O)c2N)C(C(=O)NC2CCCC2)c2ccc(OC)cc2)cc1 (centres undefined)
- GAA glycogen: -10%[76.3 µM]
C=CCN(C(=O)CCC(=O)Nc1cc(C)on1)C(C(=O)NC1CCCC1)c1ccc(CC)cc1 (centres undefined)
- GAA glycogen: 1%[76.3 µM]

(cont.)
CN(C)S(=O)(=O)c1cccc(NC(=O)CN(CCO)CC(=O)Nc2cccc(S(=O)(=O)N(C)C)c2)c1
- GAA glycogen: -3%
CCN1C(=O)/C(=C/c2ccc(OCc3ccc(C(=O)O)cc3)c(Cl)c2)NC1=S
- GAA glycogen: 0%
CCOc1cc(C2C(C(=O)c3ccco3)=C(O)C(=O)N2CC2CCCO2)ccc1O (centres undefined)
- GAA glycogen: ?
O=C(NCc1ccccn1)Nc1cccc(F)c1
- GAA glycogen: 2%[76.3 µM]
COc1ccc(CNC(=O)C2CCN(S(=O)(=O)c3cccc4nonc34)CC2)cc1
- GAA glycogen: -2%
O=C(O)c1cc2cccc(S(=O)(=O)N3CCCCC3)c2cc1O
- GAA glycogen: -5%
CNC(=O)c1cc(S(=O)(=O)N2CC(C)OC(C)C2)ccc1N1CCCCC1 (centres undefined)
- GAA glycogen: 1%[76.3 µM]
CC1CCCN(S(=O)(=O)c2cnc[nH]2)C1 (centres undefined)
- GAA glycogen: -2%[76.3 µM]
Cc1cc(N2CCCC2)ccc1NC(=O)COc1cccc(C(F)(F)F)c1
- GAA glycogen: 9%[76.3 µM]
C=CCNCc1cc(=O)n2c(-c3ccccc3)csc2n1
- GAA glycogen: 5%
CNc1nc(-c2c(C)[nH]c3ccc(OC)cc23)cs1
- GAA glycogen: 2%
Cc1cc(=O)oc2cc(NC(=O)c3ccccc3Cl)ccc12
- GAA glycogen: -8%
CN(C(=O)COC(=O)c1nc(Cl)ccc1Cl)c1ccccc1
- GAA glycogen: -7%[76.3 µM]
O=C1CCC(C(=O)N2CCc3ccccc3C2)CN1CCCN1CCOCC1 (centres undefined)
- GAA glycogen: 4%[76.3 µM]
COc1ccc(OC)c(CCNC(=O)CN2C(=O)CCSc3ccccc32)c1
- GAA glycogen: 2%
O=C(CSc1ncn[nH]1)NCCc1ccc(Cl)cc1Cl
- GAA glycogen: -6%
O=C(NCc1ccncc1)C1CCN(S(=O)(=O)c2cccc(C(F)(F)F)c2)CC1
- GAA glycogen: 7%[76.3 µM]
O=C(CSc1ncccn1)NCc1ccc2c(c1)OCO2
- GAA glycogen: 9%
O=C(Nc1ccccc1C(=O)NCCc1ccc(O)cc1)c1ccco1
- GAA glycogen: -2%
COc1ccc(C)cc1NC(=O)CCNC(=O)c1ccco1
- GAA glycogen: 0%
CCOC(=O)C1CCCN(C(=O)c2cc3cc4ccc(OC)cc4nc3o2)C1 (centres undefined)
- GAA glycogen: -15%[76.3 µM]
N=c1c(C(=O)NCCc2ccccc2)cc2c(=O)n3ccccc3nc2n1CC1CCCO1 (centres undefined)
- GAA glycogen: -1%
CC(C)NC(=O)COc1coc(CN2CCN(c3cccc(Cl)c3)CC2)cc1=O
- GAA glycogen: -8%[76.3 µM]
Cc1cc(NC(=O)C2CC2)ccc1NC(=O)c1cccs1
- GAA glycogen: 7%
O=C(O)c1ccc(/C=C/C(=O)c2ccc3c(c2)OCCCO3)cc1
- GAA glycogen: 3%

CCC(C)c1ccc(S(=O)(=O)Nc2cccnc2)cc1 (centres undefined)
- GAA glycogen: -12%
Cc1ccc(C(=O)N2CCC(C(=O)c3c(C)cc(C)cc3C)CC2)cc1
- GAA glycogen: -10%
CCC(=O)NNC(=O)Cc1c(C)n(C(=O)c2ccc(Cl)cc2)c2ccc(OC)cc12
- GAA glycogen: 8%[76.3 µM]
NS(=O)(=O)c1ccc(Sc2ccc3ccccc3c2)nc1
- GAA glycogen: -1%
Cc1ccc(C(=O)Nc2ccccc2C(=O)N2CCCCC2C)cc1 (centres undefined)
- GAA glycogen: -13%[76.3 µM]
CC(Oc1ccccc1)C(=O)Nc1nnc(S(=O)(=O)N(C)c2ccccc2)s1 (centres undefined)
- GAA glycogen: -5%[76.3 µM]
O=C(CN1CCN(S(=O)(=O)N2CCCCCC2)CC1)Nc1cc(Cl)ccc1Cl
- GAA glycogen: -3%
COc1ccc(CNS(=O)(=O)c2ccc(-n3cnnn3)c(OC)c2)cc1
- GAA glycogen: 7%[76.3 µM]
CCCn1c(CN2CCN(C(=O)OCC)CC2)nc2cc(NC(=O)CC)ccc21
- GAA glycogen: 2%
O=C(Nc1nnc2n1CCS2)c1ccco1
- GAA glycogen: -9%[76.3 µM]
Cc1ccc2c(c1)C(c1ccccc1)N(C(=O)c1ccccc1[N+](=O)[O-])CC(=O)N2 (centres undefined)
- GAA glycogen: -1%
CCC1CCCCN1C(=O)CSc1nnc(CNC(=O)c2c(F)cccc2Cl)o1 (centres undefined)
- GAA glycogen: -7%[76.3 µM]
COC(=O)c1ccccc1NC(=O)CSc1nncn1-c1ccccn1
- GAA glycogen: -10%
Cc1ccc(NC(=O)c2ccco2)c(NC(=O)c2ccc(Cl)cc2)c1
- GAA glycogen: -10%
COc1ccccc1CNC(=O)c1nccnc1CO
- GAA glycogen: -10%
O=C(NCCc1c[nH]c2ccccc12)c1cc([N+](=O)[O-])cc([N+](=O)[O-])c1
- GAA glycogen: -6%
Cc1ccccc1OCCn1c(S(=O)(=O)O)nc2c(N)ncnc21
- GAA glycogen: 0%
O=C(CCCN1C(=O)/C(=C/c2cccs2)SC1=S)Nc1ccc(O)cc1
- GAA glycogen: -4%
CC(C)(C)c1ccc(/C=C/C(=O)NCCCn2ccnc2)cc1
- GAA glycogen: -14%
C=CCn1c(C)nnc1SCC(=O)Nc1nccs1
- GAA glycogen: -11%[76.3 µM]
O=C(Cn1cncn1)c1ccccc1Br
- GAA glycogen: -2%
O=[N+]([O-])c1ccc(/C=N/Nc2ccccn2)cc1
- GAA glycogen: 6%
Cc1noc(NS(=O)(=O)c2ccc(NC(=O)C(C)(C)C)cc2)c1C
- GAA glycogen: 1%
Cc1cccc(NS(=O)(=O)c2cccc(C(=O)N3CCN(c4ccccn4)CC3)c2)c1
- GAA glycogen: -5%[76.3 µM]
O=C(CSc1nnc(CNC(=O)c2ccc(F)cc2)o1)Nc1ccc2c(c1)OCCO2
- GAA glycogen: -7%[76.3 µM]

COCCNC(=O)C(c1ccc(C)cc1)N(Cc1ccccc1)C(=O)CCC(=O)Nc1ccccn1 (centres undefined)
- GAA glycogen: 1%
CC1(C)OC(=O)N(NCc2ccccc2)C1(C)O (centres undefined)
- GAA glycogen: -3%
CCn1cc(/C=C(\NC(=O)c2ccc(C)cc2)C(=O)NCCCN2CCOCC2)c2ccccc21
- GAA glycogen: -3%[76.3 µM]
Cn1cccc1C(=O)NCc1ccc(S(N)(=O)=O)cc1
- GAA glycogen: 7%
O=C(CSc1nc2c(c(=O)[nH]1)CCC2)Nc1ccccc1Cl
- GAA glycogen: -4%
O=C(c1cccc2nccnc12)N1CCCC(Nc2ccc(F)c(F)c2)C1 (centres undefined)
- GAA glycogen: -7%[76.3 µM]
CCOC(=O)C1(Cc2ccccc2C)CCCN(C(=O)c2ccc(COC)o2)C1 (centres undefined)
- GAA glycogen: 1%[76.3 µM]
COC(=O)COc1ccc(C(C2C(=O)CC(C)(C)CC2=O)C2C(=O)CC(C)(C)CC2=O)cc1
- GAA glycogen: -6%
CCOc1ccc(CNC(=O)Cn2ccc3cc(S(=O)(=O)N4CCCC4)ccc32)cc1
- GAA glycogen: -4%[76.3 µM]
CCS(=O)(=O)N1CCN=C1SCc1cccc(F)c1
- GAA glycogen: 3%[76.3 µM]
CCN(CC)c1ccc(/C=N/NC(=O)CNC(=O)c2cccs2)cc1
- GAA glycogen: 3%
COc1ccc(C(=O)N/C(=C\c2ccc3c(c2)OCO3)C(=O)N2CCOCC2)cc1
- GAA glycogen: -9%
Cc1cc(C)c(S(=O)(=O)N2CCOC2CNC(=O)C(=O)NCCCN2CCOCC2)c(C)c1 (centres undefined)
- GAA glycogen: 0%[76.3 µM]
Cc1cn(CCOc2ccc(Cl)cc2)c(=O)[nH]c1=O
- GAA glycogen: 0%
Cc1cc(C)c(S(=O)(=O)N2CCOC2CNC(=O)C(=O)NCCCN2CCCC2=O)c(C)c1 (centres undefined)
- GAA glycogen: -14%[76.3 µM]
CC(C)C[C@@H](NC(=O)C1CCC(CNC(=O)[C@H](Cc2ccccc2)NC(=O)OC(C)(C)C)CC1)C(=O)O (some centres undefined)
- GAA glycogen: 3%
CC(=O)N1c2ccc(S(=O)(=O)N3CCC(C(=O)N4CCN(c5cc(Cl)ccc5C)CC4)CC3)cc2CC1C (centres undefined)
- GAA glycogen: 1%[76.3 µM]
CSCC[C@H](NC(=O)COc1cc2c(c3oc(=O)c(C)c(C)c13)CCC(C)(C)O2)C(=O)O
- GAA glycogen: 4%
CN(C(=O)c1cccs1)C1(C)CCS(=O)(=O)C1 (centres undefined)
- GAA glycogen: -1%[76.3 µM]
CCN1CCN(CCCNC(=O)CNC(=O)c2nn(-c3ccc(OC)cc3)c(=O)c3ccccc23)CC1
- GAA glycogen: 1%
O=C(Nn1cnnc1)c1ccc(F)cc1
- GAA glycogen: 2%
COc1ccc(-n2ncc(C(=O)NC3CC3)c2C2CCN(C(=O)OC(C)(C)C)CC2)cc1
- GAA glycogen: 1%[76.3 µM]
CC(NC(=O)C1CCN(C(=O)[C@@H]2Cc3ccccc3CN2)CC1)c1ccccc1 (some centres undefined)
- GAA glycogen: 10%[76.3 µM]
C=CCn1c(=S)[nH]c2cc(-c3ccccc3)sc2c1=O
- GAA glycogen: 0%
CC1CC(C)CN(C(=O)CNC(=O)c2ccc3ccccc3c2)C1 (centres undefined)
- GAA glycogen: 1%[76.3 µM]

CC1C(=O)C(C)(C)C(=O)OC1c1ccc([N+](=O)[O-])cc1 (centres undefined)
- GAA glycogen: -3%
OCCC1CCCCN1CC(O)COCc1ccc(Cl)cc1 (centres undefined)
- GAA glycogen: -3%
COCCN(C(=O)CNC(=O)c1ccco1)C(C(=O)NC1CCCC1)c1ccc(OC)c(OC)c1 (centres undefined)
- GAA glycogen: 7%[76.3 µM]
CC1CCN(c2ccc3nnc(CCC(=O)NCC(C)c4ccccc4)n3n2)CC1 (centres undefined)
- GAA glycogen: -1%[76.3 µM]
Cc1cccnc1NC(=O)c1ccc(OCc2c(C)noc2C)cc1
- GAA glycogen: 0%[76.3 µM]
O=C(Nc1cccnc1Cl)c1cc(-c2ccccc2O)on1
- GAA glycogen: -5%[76.3 µM]
CN1CCN(NC(=O)Nc2cccc(F)c2)CC1
- GAA glycogen: 0%[76.3 µM]
